# From PubChem
# NPY-Y1 PAM-ag: NPY-Y1 receptor potentiators or agonists, primary screen, cell-based | Neuropeptide Y receptor type 1 (Homo sapiens), P25929 | NPY-Y1 expressing cells, potentiator/agonist activation | activation, % at 3.6 µM | 0.37% of 220,000 active; in the data active = activation above about 33%, passing the limit was not always enough;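 also: cells stimulated with NPY at EC10 then isoproterenol at EC100; 0% = low agonist plus stimulus and 100% = saturating agonist plus stimulus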
# EP2 mod: EP2 receptor modulators, cAMP readout, primary screen, cell-based, HTRF cAMP, PGE2 stimulation. 0.83% of 260,000 active. Prostaglandin E2 receptor EP2 subtype (Homo sapiens), P43116. EP2-expressing cells, cAMP HTRF FRET, PGE2 co-stimulation. induction, % at 25 µM;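 active = compounds whose cAMP rise, as percent of the full-agonist control response, exceeds 60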;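 also: rat C6 glioma line stably carrying human EP2 under a CMV promoter; the protocol text gives 20 µM as final concentration; 100% = response of wells given 1 µM PGE2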
# p97 inhibitor: inhibitors of human p97 ATPase, primary screen, biochemical. recombinant p97 ATPase, Kinase-Glo ATP luminescence, 3 h. inhibition, % at 8 µM. 0.42% of 220,000 active; in the data active = inhibition above about 15%;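 also: 0% = DMSO vehicle and 100% = wells lacking enzyme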
# S1P4 ag: S1P4 receptor agonists, primary screen, cell-based | AID 1509, 2009 | activation, % at 4.98 µM | 0.35% of 220,000 active | S1P4-expressing cell line, agonist reporter assay; in the data active = activation above about 11%;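 also: 0% = DMSO vehicle and 100% = reference agonist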
# NPY Y1 blocker: NPY-Y1 receptor antagonists, primary screen, cell-based. HEK293-CNG Y1 cells, membrane potential fluorescence; NPY at EC95, then isoproterenol. inhibition, % at 3.6 µM. Neuropeptide Y receptor type 1 (Homo sapiens), P25929. 1% of 200,000 active;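 active = inhibition above the campaign mean inhibition of all tested compounds plus 3 SD, cut at about 20% in these data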;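 also: 0% = DMSO wells given NPY plus isoproterenol and 100% = isoproterenol alone without NPY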
#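 Test system – HEK293 Y1/CNG channel cell line · Also added – NPY agonist 25 nM, then isoproterenol 1 µM plus Ro 20-1724 25 µM · Compound dosing – one concentration, 3.6 µM, in 0.4% DMSO · Schedule – compound incubation 1 h at room temperature, readout 45 min post-stimulation · Technique – fluorescence, membrane potential probe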
# S1P4 antagonist: S1P4 receptor antagonists, primary screen, cell-based. inhibition, % at 4.98 µM. 0.26% of 220,000 active. Sphingosine 1-phosphate receptor 4 (Homo sapiens), O95977. S1P4-expressing cells, antagonist mode, reporter read-out; in the data active = inhibition above about 29%;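 also: 0% = wells stimulated with agonist and 100% = vehicle wells without agonist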
# eIF4E 4G PPI: eIF4E–eIF4G protein interaction inhibitors, primary screen, biochemical, uHTS, TR-FRET, eIF4GI fragment | Eukaryotic translation initiation factor 4E (Mus musculus) + Eukaryotic translation … | TR-FRET eIF4E-eIF4GI(517-606) binding, 2 h | inhibition, % at 21.7 µM | 0.37% of 220,000 active | AID 782, 2007;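 active = inhibition above about 30%, limit read from the data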;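 also: 0% = full FRET control wells and 100% = background wells lacking eIF4GI fragment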
# PGE2 EP2 inh: human EP2 receptor antagonists, primary screen, TR-FRET cAMP, C6 glioma cells | inhibition, % at 25 µM | C6 glioma cells expressing human EP2; cells stimulated with saturating PGE2 | 0.52% of 260,000 active | Prostaglandin E2 receptor EP2 subtype (Homo sapiens), P43116 | AID 1422, 2008;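 active = percent inhibition above 40 after rounding to a whole number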;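 also: rat C6 glioma host cells with rolipram phosphodiesterase inhibitor present; the protocol text gives 20 µM as final concentration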
# NPY2 pot ag: NPY-Y2 potentiators or agonists, primary screen, cell-based; Neuropeptide Y receptor type 2 (Homo sapiens), P49146; 0.45% of 220,000 active; AID 1359, 2008; cells expressing NPY-Y2, potentiator/agonist read-out; activation, % at 3.6 µM; in the data active = activation above about 27%;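 also: cells stimulated with NPY near EC25 plus isoproterenol at EC100; 0% = vehicle plus submaximal agonist and 100% = vehicle plus saturating agonist; some results beyond the cut were filed as inactive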
# The depositor's hits bear a star; . = not tested or not shown; & = joins results of further samples; [ ] = another dose, or the depositor's remark.
Molecule,NPY-Y1 PAM-ag,EP2 mod,p97 inhibitor,S1P4 ag,NPY Y1 blocker,S1P4 antagonist,eIF4E 4G PPI,PGE2 EP2 inh,NPY2 pot ag
Cc1nnc(SCC(=O)NCCc2ccccc2)s1,2,2,3,1.8,-3,-9,0,4,-6
COc1ccccc1N1CCN(C(=O)C2CCN(S(=O)(=O)c3ccc(C)cc3)CC2)CC1,2,-26,-1,-0.2,3,6,1,4,7
COc1cccc(NC(=O)CN2CCN(c3nc(-c4cccc(OC)c4)cs3)CC2)c1,1,-113&-71,0,1.6,-4,5,1,4&5,1
COc1cc(CN(C)CC(=O)c2[nH]c(C)c(C(C)=O)c2C)ccc1OC(F)F,7,-20,5,-3.0,-6,0,3,13,-3
Cc1ccc2c(CC(=O)NCC(C)(C)N3CCOCC3)coc2c1,1,1,8,2.6,3,-8,-1,3,1
CC(=O)C1=C(C)Nc2ncnn2C1c1ccccc1OCc1ccccc1 (configuration not stated),4,-5,-3,-2.7,-2,-12,-2,10,0
CCN(CCn1cccn1)Cc1nc(-c2ccc(OC)cc2)no1,-27,-21,-7,1.5,0,-17,0,2,-16
CCN(CC)S(=O)(=O)c1cccc(C(=O)Nc2nncs2)c1,9,-9,6,0.6,-4,-19,1,7,20
O=C1N(CCCN2C(=O)C3(OCCO3)c3ccccc32)c2ccccc2C12OCCO2,-9,11,3,0.0,-1,5,1,3,-11
CCOC(=O)c1cc(NC(=O)c2ccccc2)c(=O)oc1C(F)(F)F,-10,7,0,2.7,-1,-5,0,5,-8
COc1ccc(C2C(C(=O)NCc3ccccn3)c3cc(OC)c(OC)cc3C(=O)N2C)cc1 (configuration not stated),5,13,0,-1.6,-2,-1,-5,7,4
CC(=O)Nc1ccc(Nc2ncc([N+](=O)[O-])c(Nc3ccc(NC(C)=O)cc3)n2)cc1,-6,8,3,-0.5,-4,-6,.,.,3
CCC(C)NC(=O)CS(=O)(=O)Cc1nc(-c2cccc(OC)c2)oc1C (configuration not stated),21,-2,-1,1.4,2,-8,-6[fluorescence artefact?],12,-3
Cc1cc(C(=O)NNC(=S)Nc2ccccc2C)cs1,4,6,-2,-1.6,10,4,-3,6,0
Cc1ccc(/C=N/n2c(-c3ccco3)n[nH]c2=S)cc1,9,-2,1,1.9,.,-2,-4,4,-16
CCOc1ncccc1C(=O)Nc1cccc(-c2nc3cccnc3s2)c1,-2,60,-13,-1.5,.,1,-6,7,-25
CC(=O)N1CCN(c2cccc(C)c2C)CC1,13,26,1,0.2,0,-18,-3,1,-10
O=C(c1ccc(Cl)cc1[N+](=O)[O-])N1CCN(c2ccccn2)CC1,19,-28,2,0.4,7,-14,0,0,8
CCCSc1ccc2nc(-c3ccccc3)cn2c1,-15,-52,-10,0.2,8,-8,20[fluorescence artefact?],3,-4
Cc1ccc(-n2nc(C)c(/C=N/NC(=O)c3cccs3)c2Cl)cc1,21,13,2,0.4,-1,-21,17,5,-2
CC(NC(=S)NCCc1ccccc1)C(c1cccs1)N1CCN(C)CC1 (configuration not stated),4,-3,8,-1.2,1,-6,4,9,-4
CCc1nnc(NC(=O)C2CCC(CNc3c(N4CCCCC4)c(=O)c3=O)CC2)s1 (configuration not stated),6,-6,2,-0.3,.,-3,4,8,-27
CC(=O)O[C@H]1CSC[C@H]1NC(=O)c1ccccc1,0,10,0,-4.7,3,-5,-9,9,8
Nc1ccc(C(=O)OCC(=O)NC2CCCc3ccccc32)cc1[N+](=O)[O-] (configuration not stated),-11,-20,-4,1.1,-2,-8,-11,16,-11
CCOc1ccc(N2C(=O)c3cccnc3C2Nc2ccc(C)cc2)cc1 (configuration not stated),6,0,5,0.6,4,-2,-13,6,-13
COc1ccccc1NS(=O)(=O)c1cc(NC(=O)C2CCC2)ccc1N1CCCCC1,10,-2,-1,1.5,.,-23,4,10,6
CN1c2ccccc2C(=O)/C(=C\Nc2ncccn2)S1(=O)=O,3,13,0,0.8,.,13,-1,9,-5
CCOc1ccc(S(=O)(=O)NCCC(=O)NC2=NCCS2)cc1,-9,29,2,0.1,-4,-10,1[fluorescence artefact?],11,-4
Cc1ccccc1-n1nnnc1Sc1nnnn1-c1ccccc1,-16,-5,0,-0.1,2,17,5,8,4
CC(C)(C)NC(=O)Cn1c(=O)c(=O)n(Cc2ccccc2)c2ccc(Cl)cc21,10,4,6,0.2,6,-14,-3,9,2
Cc1nn(CCCC(=O)Nc2ccccn2)c(C)c1[N+](=O)[O-],8,1,2,2.3,0,-21,-1,4,5
COC(=O)COc1ccccc1C(N)=O,-7,17,-8,1.8,0,-7,-2,2,1
CCOC(=O)C1CCN(C(=O)COC(=O)CCOc2ccc(C)cc2)CC1,-26,-8,-1,-1.9,5,-5,-2,10,-18
CC(C)(C)c1cc(-c2ccccc2)n[nH]1,19,-45,5,2.4,.,-20,6,9,-4
CCOc1cc(CNCc2ccc(C(=O)O)cc2)ccc1OC,-7,37,2,1.9,-1,-14,-2,4,11
CCCC(=O)Nc1sc2c(c1C#N)CCCCC2,-12,-27&-4,2,-0.9,-3,-16,-3,10&6,9

# Part of the list above, with each value named.
> COC(=O)COc1ccccc1C(N)=O
  NPY-Y1 PAM-ag: -7
  EP2 mod: 17
  p97 inhibitor: -8
  S1P4 ag: 1.8
  NPY Y1 blocker: 0
  S1P4 antagonist: -7
  eIF4E 4G PPI: -2
  PGE2 EP2 inh: 2
  NPY2 pot ag: 1
> Cc1ccccc1-n1nnnc1Sc1nnnn1-c1ccccc1
  NPY-Y1 PAM-ag: -16
  EP2 mod: -5
  p97 inhibitor: 0
  S1P4 ag: -0.1
  NPY Y1 blocker: 2
  S1P4 antagonist: 17
  eIF4E 4G PPI: 5
  PGE2 EP2 inh: 8
  NPY2 pot ag: 4

# Carrying on:
Molecule,NPY-Y1 PAM-ag,EP2 mod,p97 inhibitor,S1P4 ag,NPY Y1 blocker,S1P4 antagonist,eIF4E 4G PPI,PGE2 EP2 inh,NPY2 pot ag
CC1(C)Cc2c(c(=S)nc(-c3ccccc3)n2CCCN2CCOCC2)CO1,-2,11,6,-1.3,-5,-2,2[fluorescence artefact?],15,7
O=C(NCc1cccnc1)C1CCC(CNS(=O)(=O)c2cccc3nsnc23)CC1 (configuration not stated),3,29,8,-1.9,.,9,5,11,-1
CCCCCC#CCC#CCC#CCC#CCCCC(=O)O,9,18,-1,2.1,4,-22,36*,15,5
C#CCOC(=O)c1ccccc1C(=O)N(CC)CC,-11,5,3,1.3,-2,7,2,10,-1
CCCc1ccc(C(=O)NNc2cccc(C)c2)cc1,37,-27,7,-1.8,.,1,-1,17,21
Cc1ccccc1[C@@H]1C(C#N)=C(N)S[C@H]1C(=O)c1ccccc1,2,44,3,-0.5,0,12,5,15,5
COc1ccc(C(=O)NC(=S)NCc2ccccc2)cc1,-27,-18,0,1.0,6,2,-2,.,-9
O=C(CN1C(=O)CCC1=O)Nc1nc(-c2ccc(Oc3ccccc3)cc2)cs1,-6,-5,-10,0.5,-5,-4,-3[fluorescence artefact?],13,1
Cc1ccc(Nc2nc3nonc3[nH]c2=O)cc1C,-5,18,6,-0.3,1,-20,3,6,13
Cc1ccc(C)c(Nc2ncnc3nc[nH]c23)c1,11,1,3,1.0,-1,-15,-5,11,9
O=C(O)CNC(=S)N(Cc1ccccc1)Cc1ccccc1F,-6,9,0,0.0,-2,-7,1,4,3
NNC(=O)C(=O)/C=C1\NC2(CCCC2)Cc2ccccc21,34,4,4,0.6,.,2,-5,12,20
CN(c1cccc(NC(=O)CN2C(=O)c3ccccc3S2(=O)=O)c1)S(C)(=O)=O,-1,17,6,2.3,2,-17,-1,21,14
Cc1cccc(N=C2NC(=O)/C(=C/c3cn(C)c4ccccc34)S2)c1,-11,-13,3,4.4,4,-14,2,7,0
Cc1cc(C)c(C#N)c(SCC(=O)N(C)C2CCCCC2)n1,12,4,0,-2.0,13,9,-3[fluorescence artefact?],10,10
CCOc1cc(C)c(Cl)cc1S(=O)(=O)n1ccnc1,13,46,1,0.5,8,-5,-4,8,7
CN1/C(=C\C(=O)COC(=O)C2COc3ccccc3O2)C(C)(C)c2ccccc21 (configuration not stated),3,-28,2,1.9,3,-3,-12,.,-2
CC(C)Cn1c(N)c(C(=O)COC(=O)c2cc(C(F)(F)F)nc3ccccc23)c(=O)n(C)c1=O,-11,-11,-3,-0.4,1,-8,-4,16,7
O=C(COC(=O)c1ccccc1-c1nc2ccccc2s1)NC1CCS(=O)(=O)C1 (configuration not stated),18,17,3,-1.4,-1,-25,-1,9,14
Fc1cc2nccnc2cc1N1CCSCC1,-1,-11,-1,-0.3,3,-27,-1,8,9
O=C(NC1CCCCC1)NC1CCN(S(=O)(=O)Cc2ccccc2)CC1,-10,-5,1,-1.5,-3,-5,-10,12,11
c1ccc2c(c1)nc(N1CCOCC1)c1nncn12,-11,11,-7,1.4,3,-16,1,.,3
COC(=O)c1cn(C(=O)c2ccc(C)c(C)c2)c2ccccc12,9,55,8,2.3,1,-10,6,1,19
CCOC(=O)C1=C(C)OC(N)=C(C#N)C1c1cc2ccccc2nc1N1CCCCC1 (configuration not stated),-1,4,-9,-1.1,0,-4,-9,17,-15
Fc1ccc(CN2CCCN(Cc3nc(-c4ccc5c(c4)OCO5)no3)CC2)cc1,-21,-30,0,-0.2,-2,-12,4,10,-28
C[C@@H]1CN(c2nc3nonc3nc2N2CCSCC2)C[C@H](C)O1,1,3,1,-2.5,0,12,0,8,-11
N/C(=N\OC(=O)C(c1ccccc1)c1ccccc1)c1ccccn1,11,24,-6,-1.0,-5,-14,-5[fluorescence artefact?],13,9
S=c1[nH]nc(-c2ccccn2)n1/N=C/c1ccc(-c2ccccc2Cl)o1,-17,4,6,-0.9,1,-51,-1,20,-12
COC(=O)c1ccc2ccn(CC(=O)NC3CCCCC3)c2c1,2,-3&1,0,0.4,4,-11,2,6&14,-17
Nc1nc(Br)c2c(F)cccc2c1-c1ccc(Cl)cc1,-3,58,-1,-1.0,8,-3,-3,6,5
Cc1cc(C(=O)N/N=C/c2ccc([N+](=O)[O-])o2)c(C)o1,-11,-36,1,0.2,.,12,11,13,8
CC(C)(C)c1csc(NC(=O)Cn2c(=O)oc3ccccc32)n1,-49,-2,-1,-1.1,5,-16,-9,7,-4
O=Cc1ccc(-n2cccn2)cc1,11,-9,4,0.9,2,-12,3,11,-7
O=S(=O)(c1ccc2c(c1)CCCN2)N1CCCC2CCCCC21 (configuration not stated),8,-36,-12,0.2,.,8,3,2,-8
Cc1cccc(C)c1NC(=O)CSCCO,-5,11,-1,-2.8,0,-5,-3,6,-6
O=C(NCc1ccc2c(c1)CCO2)Nc1cccc(C(F)(F)F)c1,-1,-31,6,-0.8,.,2,4,10,-6
CCC1CCCCN1C(=O)c1sc2nc(C)nc(N(CC)CC)c2c1C (configuration not stated),-21,-41,-3,-1.6,7,-11,4,7,-15
COc1ccccc1C1CC(c2ccc(F)cc2)Nc2ncnn21 (configuration not stated),13,-41,2,-0.8,16,9,-3,5,-12

# These rows are one share of the data; count on the stated rates, not on these rows.
